Screening results from PubChem.
miR-122 sensor: blocks miR-122 activity in Huh7 sensor cells; Huh7 miR-122 Renilla luciferase sensor, 48 h; neutral wells = 0, positive control = 100; activation (reporter increase), % at 12.5 µM; actives 0.3% (n = 340,000); AID 602342;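 active = mean replicate activation score at least 90 and every replicate individually at or above 90; inconclusive = only one of the two criteria met; inactive = neither criterion met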;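 note: higher luciferase means less miR-122 activity so hits act as miR-122 inhibitors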
EWS-Fli inh: inhibitors of EWS/Fli oncoprotein transcriptional activity. A673 NR0B1-luciferase reporter, viability-normalised. inhibition, % at 12.6 µM. actives 0.67% (n = 350,000). AID 651661;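 active = mean inhibition of at least 50% after viability correction, with every replicate also passing that limit; inconclusive = mean reaches 50% but only one of two replicates passes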;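 note: firefly luciferase signal divided by Alamar Blue viability fluorescence both relative to DMSO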
FN deposit inh: fibronectin deposition inhibition. AH1F fibroblasts, Alexa488-fibronectin deposition fluorescence, overnight. inhibition, % at 12.6 µM. actives 0.086% (n = 350,000);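 active = mean inhibition across replicates of 30% or more, regardless of how many single replicates reach that level; inconclusive = mean under 30% yet at least half of replicates reach 30%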;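 note: positive control wells lacked labelled fibronectin entirely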
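Measured by – fluorescence 485/525 nm · System – AH1F fibroblast monolayer, labelled fibronectin deposition · Amount – 10000 cells per well · Buffer or medium – serum-reduced DMEM (2% serum) · Doses – single dose, pinned · Also added – fluorescent fibronectin at 24 nM final · Schedule – 1 h cell attachment, overnight exposure to compound and label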
DENV2 CPE rescue: inhibitors of DENV2 cytopathic effect; DENV2-infected cells, cytopathic effect rescue, plate reader; actives 1.7% (n = 350,000); CPE inhibition, % at 9.99 µM; in the data active = CPE inhibition above about 20%, passing the limit was not always enough; inconclusive = no clear call, values can overlap the other calls; tested in BHK-21 cells;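 note: 0% = median of neutral control wells and 100% = median of positive control wells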
PAX8 inh HTS: inhibitors of PAX8 transcriptional activity in RMG-I cells; actives 1.2% (n = 360,000); RMG-I TPO-luciferase reporter, SteadyGlo, 24 h; AID 652154; inhibition, % at 12.6 µM;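 active = mean replicate inhibition at least 60% with every replicate also reaching 60%; inconclusive = only one of the two criteria is met; inactive = mean below 60% and not all replicates reaching 60%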;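 note: luciferase light reporting Pax8 driven TPO promoter activity; plate controls were median of neutral control wells for no effect and mitoxantrone controls for full effect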
INS-1E GSIS act: GLuc luminescence reporter in INS-1E cells, primary screen for activators of glucose-dependent secretion of insulin; actives 0.61% (n = 370,000); activation, % at 16.6 µM; INS-1E GLuc reporter insulin secretion, 2-3 h;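 active = lowest replicate activation of at least 40%, so every replicate reaches that level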;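 note: 0% = median of neutral control wells and 100% = median of IBMX positive control wells; some compounds called inactive have numbers as strong as hits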
F508del corr: correctors of CFTR F508del function in bronchial epithelial cells. AID 720511. actives 0.36% (n = 350,000). CFBE cells, YFP halide quenching; stimulated with forskolin plus potentiator P3; % fluorescence drop versus neutral controls. activity (quench increase), % at 7.58 µM;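 active = mean added fluorescence quench of at least 8% versus neutral control, with both replicates also reaching 8%; inconclusive = only one of the mean or replicate conditions met; inactive = mean below 8% and not both replicates reaching 8%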;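 note: cells transiently co-express mutant CFTR-F508del with the halide-sensitive YFP; corrector assay measuring rescue of mutant channel to the surface after 24 h compound exposure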
Numbers without * were called inactive; ? = inconclusive; / = no result given; [ ] = dose if it differs, or a comment.

SMILES	miR-122 sensor	EWS-Fli inh	FN deposit inh	DENV2 CPE rescue	PAX8 inh HTS	INS-1E GSIS act	F508del corr
COc1ccc(NC2CCCN(C(=O)C3=NN(C)C(=O)CC3)C2)cc1OC (configuration not stated)	2	11	-5	-2	-10	1	1.7
CCOc1ccccc1NC(=O)c1cccc2ccccc12	23	-1	0	-7	16	19	-0.9
CCOC(=O)C1(CCCc2ccccc2)CCN(C(=O)CCn2cncn2)CC1	/	-5	6	12	3	-4	-1.9
COc1ccccc1/C=C/C(C)=O	/	/	-5	/	-9	6	/
C[C@H]1CN([C@@H](C)CO)C(=O)c2cc(Br)cnc2O[C@H]1CN(C)C(=O)Nc1ccccc1	1[16.7 µM]	-7	-4	0	/	3	-3.5
Cc1ccc2c(Cl)cc(Cl)c(O)c2n1	20	6	2	-2	9	23	1.6
CC(C)NC(=O)Nc1ccc2c(c1)C(=O)N([C@@H](C)CO)C[C@H](C)[C@@H](CN(C)C)O2	-8[16.7 µM]	/	/	-3	-18	7	1.1
COc1ccc(CNC(=O)C[C@H]2C[C@H]3c4cc(NC(=O)CC5CC5)ccc4O[C@H]3[C@H](CO)O2)cc1	1[16.7 µM]	-5	0	-6	1	-3	-3.1
COc1cc(C(=O)O)c2ccccc2n1	0	10	-2	2	4	9	2.4
OCCN(Cc1ccccc1)Cc1ccccc1O	6	-4	-3	-2	-5	11	0.9
C/C=C/c1ccc2c(c1)O[C@@H](CN(C)C(=O)NC1CCCCC1)[C@@H](C)CN([C@@H](C)CO)S2(=O)=O	-15[16.7 µM]	-12	-8	-12	-13	-14	0.8
CN1CCN(NC(=S)NC2CCCCC2)CC1	/	/	2	/	-4	9	/
C[C@@H]1CN([C@@H](C)CO)C(=O)c2cc(NS(=O)(=O)c3cn(C)cn3)ccc2O[C@H]1CN(C)S(=O)(=O)c1ccccc1	3[16.7 µM]	-5	/	3	/	17	0.2
COc1cccc(-c2nnc(SCC(N)=O)n2-c2ccc(Cl)cc2)c1	-11	5	/	2	/	1	1.8
Cc1nc(CSc2nnc3scc(-c4ccc(Cl)cc4)n23)cs1	-12	/	1	/	13	/	/
OCC[C@@H]1C[C@@H](O)[C@H](O)[C@@]2(CCCc3ccccc3O2)O1	-3	-13	-2	-12	14	-5	-2.1
Cc1ccc(C2=NOC(C)(c3nnc(-c4ccncc4)o3)C2)cc1 (configuration not stated)	/	3	0	58*	-2	0	2.3
CC(C)NC(=O)N(C)C[C@@H]1OCCCC[C@H](C)Oc2ccc(NC(=O)Nc3ccc(F)cc3)cc2C(=O)N([C@@H](C)CO)C[C@H]1C	1[16.7 µM]	-4	/	39*	0	3	-5.0
CO[C@H]1CN(C)C(=O)c2ccc(NC(=O)Nc3cccc(F)c3)cc2OC[C@H](C)NC[C@@H]1C	/	-3	7	-1	/	-3	-2.8
CCC(=O)N1CC2(C1)[C@H](c1ccc(-c3ccccc3)cc1)[C@@H](CO)N2C(C)=O	/	-4	/	-5	-3	-6	3.6
CO/N=C/C(NC(=O)c1ccc(C(F)(F)F)cc1)C(=O)OC (configuration not stated)	/	21	1	0	8	1	0.8
CC1CN(c2ccc(C(=O)c3ccccc3C(=O)O)cc2[N+](=O)[O-])CC(C)O1 (configuration not stated)	-12	5	10	0	-6	4	-1.0
Cc1cc(C)c2cc(C#N)c(NCCNC(=O)c3ccncc3)nc2c1	/	-11	3	-5	8	/	-1.2
CC1CCCN(c2cc(N(C)CCO)c([N+](=O)[O-])c3nonc23)C1 (configuration not stated)	-4	10	7	2	9	-5	2.2
CS(=O)(=O)N1CC(=O)N2[C@H](CO)[C@@H](c3ccc(C#Cc4ccc(F)cc4)cc3)[C@H]2C1	/	8	3	11	-25	5	2.6
COc1ccccc1/C=C/C(=O)OCCN1CCOCC1	0	/	0	/	-14	-2	/
C[C@H](NC(=O)[C@@H]1[C@@H](CO)[C@@H]2Cn3c(ccc(-c4ccncc4)c3=O)[C@@H]2N1C)c1ccccc1	/	2	/	-1	-2	-2	/
CC(=O)Nc1ccc(NC(=O)N(c2ccccc2)c2ccccc2)cc1	-3	/	-3	8	-8	2	-0.2
Cc1cccc(CCNC(=O)C2CCN(S(=O)(=O)N3CCOCC3)CC2)c1	-3	1	8	9	-4	-7	3.1
O=C(NCCNC(=O)c1ccccc1F)c1ccccn1	-2	1	2	-3	17	7	-0.7
Cc1cccc(NC(=O)CCCc2ccccc2)c1	4	-71	-2	-3	-139	-26	-2.1
O=C(NCc1ccccc1)C(c1cccnc1)N(C(=O)c1ccccn1)c1cccc(F)c1 (configuration not stated)	8	-3	5	-8	1	-5	0.9
CC(CC(=O)NCCc1ccc(S(N)(=O)=O)cc1)c1ccccc1 (configuration not stated)	-1	7	-11	6	27	10	5.1
OC[C@H]1[C@H](c2ccc(Br)cc2)[C@@H]2CN(Cc3cncnc3)CCCCN12	4[16.7 µM]	-2	/	?	-4	11	0.6
OC[C@@H]1CN(Cc2ccc(Cl)cc2)C[C@H](n2cnc3c(NCc4ccc(F)cc4)ncnc32)O1	-6	0	5	-3	51	-43	1.3
COc1ccc(CNC(=O)CN2C(=O)NC(C)(c3cccc(Br)c3)C2=O)cc1 (configuration not stated)	-1	-6	6	1	3	-7	-1.0
CCOC(=O)CSc1nc2ccccc2n2cnnc12	-5	/	2	/	/	27	/
O=C(NCc1ccncc1)[C@@H]1CCCN1C(=O)[C@H]1CCCN1C(=O)c1ccccc1	/	-6	-3	-1	-7	20	-1.5
COc1ccc2c(c1)sc(=NC(=O)CS(=O)(=O)c1ccc(F)cc1)n2C	/	9	-7	-1	-8	-28	-1.2
Cc1nc2cc(C(=O)OCC(=O)NC(C)C(C)C)ccc2n1-c1ccccc1 (configuration not stated)	-7	/	-4	/	-7	-15	/
C[C@@H]1CN([C@@H](C)CO)C(=O)c2cc(NS(=O)(=O)c3cccs3)ccc2O[C@@H](C)CCCCO[C@H]1CN(C)S(=O)(=O)c1ccc(F)cc1	2[16.7 µM]	5	/	-5	10	0	2.8
O=C(COC(=O)CCC1CCCC1)Nc1nc2c(F)c(F)c(F)cc2s1	6	8	1	2	8	-2	/
Cn1c(-c2ccc(F)cc2)cnc1SCC(=O)NCc1ccco1	-7	/	-4	/	-19	/	/
CNC[C@@H]1Oc2c(NS(=O)(=O)c3ccc(OC)cc3)cccc2C(=O)N([C@@H](C)CO)C[C@@H]1C	7[16.7 µM]	/	/	0	-20	/	-0.6
C[C@H]1CN([C@@H](C)CO)S(=O)(=O)c2ccc(C#CC3CC3)cc2O[C@H]1CN(C)Cc1ccccc1	11[16.7 µM]	-26	/	-6	2	-3	3.5

As entered above.
Result for `COc1ccccc1/C=C/C(=O)OCCN1CCOCC1` in PAX8 inh HTS: -14
Result for `Cc1cc(C)c2cc(C#N)c(NCCNC(=O)c3ccncc3)nc2c1` in EWS-Fli inh: -11
Result for `Cc1ccc2c(Cl)cc(Cl)c(O)c2n1` in INS-1E GSIS act: 23
Result for `Cc1cccc(NC(=O)CCCc2ccccc2)c1` in INS-1E GSIS act: -26

Structural class: the compounds so far with an aryl thioether with sulfur outside any ring.
SMILES	miR-122 sensor	EWS-Fli inh	FN deposit inh	DENV2 CPE rescue	PAX8 inh HTS	INS-1E GSIS act	F508del corr
COc1cccc(-c2nnc(SCC(N)=O)n2-c2ccc(Cl)cc2)c1	-11	5	/	2	/	1	1.8
Cc1nc(CSc2nnc3scc(-c4ccc(Cl)cc4)n23)cs1	-12	/	1	/	13	/	/
CCOC(=O)CSc1nc2ccccc2n2cnnc12	-5	/	2	/	/	27	/
Cn1c(-c2ccc(F)cc2)cnc1SCC(=O)NCc1ccco1	-7	/	-4	/	-19	/	/

Full records, looked up by structure. Order of screens: miR-122 sensor, EWS-Fli inh, FN deposit inh, DENV2 CPE rescue, PAX8 inh HTS, INS-1E GSIS act, F508del corr
OC[C@H]1[C@H](c2ccc(Br)cc2)[C@@H]2CN(Cc3cncnc3)CCCCN12 reads 4[16.7 µM], -2, /, ?, -4, 11, 0.6
COc1ccc2c(c1)sc(=NC(=O)CS(=O)(=O)c1ccc(F)cc1)n2C reads /, 9, -7, -1, -8, -28, -1.2
O=C(COC(=O)CCC1CCCC1)Nc1nc2c(F)c(F)c(F)cc2s1 reads 6, 8, 1, 2, 8, -2, /
O=C(NCc1ccccc1)C(c1cccnc1)N(C(=O)c1ccccn1)c1cccc(F)c1 (configuration not stated) reads 8, -3, 5, -8, 1, -5, 0.9
COc1ccc(CNC(=O)CN2C(=O)NC(C)(c3cccc(Br)c3)C2=O)cc1 (configuration not stated) reads -1, -6, 6, 1, 3, -7, -1.0

New compounds follow
SMILES	miR-122 sensor	EWS-Fli inh	FN deposit inh	DENV2 CPE rescue	PAX8 inh HTS	INS-1E GSIS act	F508del corr
COc1cc(OC)cc(-n2nnnc2SCC(=O)NCc2ccc3c(c2)OCO3)c1	-7	3	/	-5	/	-2	0.6
CC(NC(=O)C(=O)NN=C1CCC(C(C)(C)C)CC1)c1ccccc1 (configuration not stated)	-1	13	-4	-5	25	2	1.6
COc1cc(CC(=O)Nc2nc(-c3ccc(F)c(F)c3)cs2)cc(OC)c1OC	0	26	-9	11	21	-46	2.5
C[C@@H]1CN([C@H](C)CO)C(=O)c2cccc(NC(=O)Nc3ccc(F)cc3)c2O[C@@H]1CN(C)S(=O)(=O)c1cccs1	3[16.7 µM]	29	7	11	30	-10	2.0
O=C(C1CCOCC1)N1CC(=O)N2[C@H](CO)[C@@H](c3ccc(C#CC4CCCC4)cc3)[C@H]2C1	/	3	-5	5	-1	1	-0.9
O=C(Cc1ccc([N+](=O)[O-])cc1)Nc1ccc2c(c1)OCO2	/	-12	8	9	-14	-7	0.3
Cc1ccc(CN2CCN(Cc3ccon3)CC2CCO)cc1 (configuration not stated)	-7	1	2	/	-4	14	1.0
COc1ccc(CCNC(=O)C2CCN(C(=O)c3cccs3)CC2)cc1	/	9	8	-6	4	1	-1.6
O=[N+]([O-])c1ccc(Oc2ccc(S(=O)(=O)N3CCOCC3)cn2)cc1	-4	3	/	-1	-8	7	-2.7
CCC(=O)Nc1nnc(S(=O)(=O)N(C)c2ccccc2)s1	-3	2	/	10	-13	1	4.8
CC1=C(C(=O)OCc2ccccc2)C(c2ccc(-c3ccccc3)cc2)NC(=O)N1CCCCCC(=O)O (configuration not stated)	-6	-1	-7	?	-13	-19	1.8
CCOc1ccc(OCc2ccc(C(=O)N3CCCC(C)C3)cc2)cc1 (configuration not stated)	/	-2	1	1	-107	-26	0.3
COc1cc(NC(=S)N2CCN(c3ccccn3)CC2)c(OC)cc1Cl	/	/	-5	/	-10	-1	/
CN=C1S/C(=C\c2cn(CC(=O)OC)c3ccccc23)C(=O)N1C	/	/	0	/	13	6	/
COc1ccc2c3c(n(C)c2c1)[C@H](CO)NCC31CCN(C(C)=O)CC1	/	1	/	4	/	-4	2.5
